Assay outcomes from PubChem.
NSD2 block = NSD2 (human) methyltransferase inhibition. NSD2-SET H3K36me1 DELFIA fluorescence, biochemical. inhibition, % at 12.5 µM. actives 0.07% (n = 44,000). AID 624260; in the data active = inhibition above about 54%, passing the limit was not always enough; inconclusive = no clear call, values can overlap the other calls;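 also: inhibitors reduce the monomethyl H3K36 fluorescence signal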
Target sequence (O96028 whole entry, looked up): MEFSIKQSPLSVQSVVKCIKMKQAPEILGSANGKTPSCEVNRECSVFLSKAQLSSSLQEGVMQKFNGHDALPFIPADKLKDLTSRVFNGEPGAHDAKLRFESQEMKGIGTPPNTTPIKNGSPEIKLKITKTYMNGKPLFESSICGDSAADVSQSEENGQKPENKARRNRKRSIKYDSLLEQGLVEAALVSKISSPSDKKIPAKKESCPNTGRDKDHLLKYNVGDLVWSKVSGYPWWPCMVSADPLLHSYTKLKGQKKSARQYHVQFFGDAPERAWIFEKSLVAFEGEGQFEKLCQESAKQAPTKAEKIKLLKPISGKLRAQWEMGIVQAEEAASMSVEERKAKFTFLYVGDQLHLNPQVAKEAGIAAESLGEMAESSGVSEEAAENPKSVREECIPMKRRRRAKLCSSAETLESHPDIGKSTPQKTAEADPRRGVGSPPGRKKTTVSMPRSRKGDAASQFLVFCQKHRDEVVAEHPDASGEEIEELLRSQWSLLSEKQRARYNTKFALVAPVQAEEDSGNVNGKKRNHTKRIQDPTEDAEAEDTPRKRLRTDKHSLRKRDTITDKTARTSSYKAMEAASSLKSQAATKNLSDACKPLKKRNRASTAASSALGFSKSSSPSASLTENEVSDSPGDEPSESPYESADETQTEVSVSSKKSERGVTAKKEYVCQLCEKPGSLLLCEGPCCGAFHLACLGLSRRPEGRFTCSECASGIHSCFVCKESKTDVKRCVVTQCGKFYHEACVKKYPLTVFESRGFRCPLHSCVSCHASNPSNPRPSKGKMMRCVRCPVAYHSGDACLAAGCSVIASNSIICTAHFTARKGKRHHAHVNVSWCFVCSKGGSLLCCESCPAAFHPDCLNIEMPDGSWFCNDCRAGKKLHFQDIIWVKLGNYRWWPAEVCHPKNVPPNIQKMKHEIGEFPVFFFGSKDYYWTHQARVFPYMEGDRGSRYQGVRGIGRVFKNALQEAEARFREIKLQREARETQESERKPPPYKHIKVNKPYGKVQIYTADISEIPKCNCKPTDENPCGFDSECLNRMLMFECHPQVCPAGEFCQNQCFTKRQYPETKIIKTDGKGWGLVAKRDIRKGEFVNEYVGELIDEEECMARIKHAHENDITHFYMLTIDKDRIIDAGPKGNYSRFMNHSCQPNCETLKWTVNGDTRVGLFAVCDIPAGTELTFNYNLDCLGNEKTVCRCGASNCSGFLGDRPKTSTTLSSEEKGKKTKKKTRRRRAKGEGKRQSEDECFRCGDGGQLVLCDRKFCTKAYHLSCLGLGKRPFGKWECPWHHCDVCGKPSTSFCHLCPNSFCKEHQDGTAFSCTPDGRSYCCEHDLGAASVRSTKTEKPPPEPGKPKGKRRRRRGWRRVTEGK
* hit, by the source's call. An excerpt; rates above refer to the full screens.

CC(C)NC(=O)N(C)C[C@@H]1OCCCC[C@@H](C)Oc2ccc(NS(=O)(=O)c3ccc(F)cc3)cc2C(=O)N([C@H](C)CO)C[C@@H]1C was read as NSD2 block 6.2.
Screening C[C@@H]1CN([C@H](C)CO)C(=O)c2cccc(NC(=O)Nc3ccccc3)c2O[C@@H]1CN(C)Cc1ccc(-c2ccccc2)cc1 returned NSD2 block -0.6.
`CC(C)NC(=O)Nc1ccc2c(c1)C(=O)N([C@@H](C)CO)C[C@@H](C)[C@H](CN(C)C)O2` gave NSD2 block 4.3.
For C[C@@H]1CN([C@@H](C)CO)C(=O)c2cc(NC(=O)Nc3ccccc3)ccc2O[C@@H](C)CCCCO[C@H]1CN(C)Cc1ccncc1 the results were NSD2 block -0.3.
`CCCN(C)C[C@H]1Oc2cc(-c3ccccc3F)ccc2S(=O)(=O)N([C@@H](C)CO)C[C@H]1C` gave NSD2 block -4.1.
For C[C@@H]1CN([C@H](C)CO)C(=O)c2cc(NC(=O)Nc3ccc(F)cc3)ccc2O[C@@H](C)CCCCO[C@@H]1CN(C)Cc1ccc(C(=O)O)cc1 the results were NSD2 block -3.0.
COc1ccc(NC(=O)N(C)C[C@H]2OCCCC[C@H](C)Oc3ccc(NC(=O)Nc4c(C)noc4C)cc3C(=O)N([C@H](C)CO)C[C@@H]2C)cc1 was read as NSD2 block 10.2.
`C[C@H](CO)N1C[C@H](C)[C@H](CN(C)Cc2cccc(F)c2)Oc2ncc(Br)cc2C1=O` gave NSD2 block 1.8.
C[C@H](CO)N1C[C@H](C)[C@H](CN(C)C(=O)Nc2ccc(C(F)(F)F)cc2)OCCCC[C@H](C)Oc2ccc(NC(=O)Nc3ccccc3)cc2C1=O was read as NSD2 block -4.2.
`C[C@@H]1CN([C@H](C)CO)C(=O)c2cc(C#CC3CC3)cnc2O[C@@H]1CN(C)Cc1cccc(C(=O)O)c1` gave NSD2 block 1.1.
For C[C@@H]1CN([C@H](C)CO)S(=O)(=O)c2ccc(C#CC3(O)CCCC3)cc2O[C@@H]1CN(C)C(=O)Nc1ccccc1 the results were NSD2 block -3.7.
C[C@H]1CCCCO[C@@H](CN(C)C(=O)Nc2ccccc2)[C@@H](C)CN([C@@H](C)CO)C(=O)c2cc(NS(C)(=O)=O)ccc2O1 was read as NSD2 block inconclusive.
For Brc1ccc2nc(N3CCCCCC3)nc(NC3CCN(Cc4ccccc4)CC3)c2c1 the results were NSD2 block 7.3.
`C[C@H](CO)N1C[C@H](C)[C@H](CN(C)Cc2ccc(C(=O)Nc3ccccc3N)cc2)Oc2c(NC(=O)c3cnccn3)cccc2C1=O` gave NSD2 block 9.1.
For C/C=C/c1ccc2c(c1)O[C@@H](CN(C)C(=O)Nc1cccc(F)c1)[C@@H](C)CN([C@@H](C)CO)S2(=O)=O the results were NSD2 block -8.6.
Screening C[C@H](CO)N1C[C@H](C)[C@@H](CN(C)Cc2cncnc2)Oc2ncc(-c3cccc(C#N)c3)cc2C1=O returned NSD2 block 3.3.
For COc1ccccc1-c1ccc2c(c1)O[C@@H](CN(C)C(C)=O)[C@H](C)CN([C@H](C)CO)S2(=O)=O the results were NSD2 block -0.1.
`C[C@@H]1CCCCO[C@@H](CN(C)C(=O)Nc2ccc(C(F)(F)F)cc2)[C@@H](C)CN([C@H](C)CO)C(=O)c2cc(NC(=O)C3CCCCC3)ccc2O1` gave NSD2 block -5.3.
CN(C)CCCOc1ccc(/C=N/NC(=O)c2cccc(C(=O)NO)c2)cc1 was read as NSD2 block 1.5.
For CC1(C)CC(=O)c2cc(C(=O)NCc3ccco3)c(=O)n(-c3ccc(Cl)cc3)c2C1 the results were NSD2 block -0.6.
For C/C(=C\CCC1(C)C2CCC(C2)C1(C)O)C(=O)O (configuration not stated) the results were NSD2 block -2.2.
`C[C@@H]1CN([C@@H](C)CO)S(=O)(=O)c2ccc(C#Cc3ccc(F)cc3)cc2O[C@@H]1CN(C)S(C)(=O)=O` gave NSD2 block -12.5.
COc1ccc(S(=O)(=O)N(C)C[C@H]2OCCCC[C@@H](C)Oc3ccc(NS(=O)(=O)c4ccc(C)cc4)cc3C(=O)N([C@@H](C)CO)C[C@H]2C)cc1 was read as NSD2 block 2.6.
CC(C)c1cc2c(cc1O)[C@@]1(C(=O)O)CCCC(C)(C)C1CC2 (some centres not stated) was read as NSD2 block 1.2.
For CC(C)CC#Cc1ccc2c(c1)O[C@H](CN(C)C(=O)Nc1ccccc1)[C@@H](C)CN([C@H](C)CO)S2(=O)=O the results were NSD2 block -13.7.
Screening COc1ccc(NC(=O)N(C)C[C@@H]2Oc3ccc(NS(=O)(=O)c4ccc(C)cc4)cc3C(=O)N([C@@H](C)CO)C[C@@H]2C)cc1 returned NSD2 block -2.3.
For C[C@@H]1CN([C@@H](C)CO)C(=O)c2cc(NS(C)(=O)=O)ccc2O[C@@H](C)CCCCO[C@@H]1CN(C)S(=O)(=O)c1cccs1 the results were NSD2 block -8.3.
Cc1nc2ccccn2c1-c1ccnc(SCC(=O)N(c2ccccc2)C2CCCCC2)n1 was read as NSD2 block -0.6.
`COc1ccc(CN(C)C[C@@H]2Oc3ccc(NC(=O)C4CCCCC4)cc3CC(=O)N([C@H](C)CO)C[C@H]2C)cc1` gave NSD2 block 3.3.
For NC(=O)OCC(O)COc1ccc(Cl)cc1 (configuration not stated) the results were NSD2 block -0.2.
`C[C@H]1CCCCO[C@H](CN(C)CC2CCCCC2)[C@@H](C)CN([C@@H](C)CO)C(=O)c2cc(NC(=O)c3ccccc3)ccc2O1` gave NSD2 block 4.2.
`C[C@H](CO)N1C[C@H](C)[C@@H](CN(C)C(=O)Cc2ccccc2)OCCCC[C@H](C)Oc2ccc(NS(=O)(=O)c3cccs3)cc2C1=O` gave NSD2 block -3.0.
`O=C(NO)c1cccc(C(=O)N/N=C/c2ccc(O)cc2O)c1` gave NSD2 block -1.9.
Screening Cc1noc(C)c1S(=O)(=O)N(C)C[C@@H]1OCCCC[C@H](C)Oc2ccc(NC(=O)Nc3ccc(F)cc3)cc2C(=O)N([C@H](C)CO)C[C@H]1C returned NSD2 block -4.9.
CC1(C)CC[C@]2(C(=O)O[C@@H]3O[C@H](CO)[C@@H](O)[C@H](O)[C@H]3O)CC[C@]3(C)C(=CCC4[C@@]5(C)CC[C@H](O[C@@H]6O[C@H](C(=O)O)[C@@H](O[C@@H]7OC[C@H](O)[C@H](O)[C@H]7O)[C@H](O)[C@H]6O)C(C)(C)C5CC[C@]43C)C2C1 (some centres not stated) was read as NSD2 block -2.8.
C[C@@H]1CN([C@@H](C)CO)C(=O)c2cc(C#CCN(C)C)cnc2O[C@@H]1CN(C)Cc1ccc(F)cc1 was read as NSD2 block -1.1.
C[C@@H]1CN([C@H](C)CO)C(=O)Cc2cc(NC(=O)c3ccncc3)ccc2O[C@H]1CN(C)Cc1ccc(C(=O)Nc2ccccc2N)cc1 was read as NSD2 block -3.5.
`COCC(=O)Nc1ccc2c(c1)[C@H]1C[C@@H](CC(=O)N3CCOCC3)O[C@H](CO)[C@H]1O2` gave NSD2 block -0.2.
C[C@@H]1CCCCO[C@H](CN(C)S(=O)(=O)c2ccc(Cl)cc2)[C@@H](C)CN([C@@H](C)CO)C(=O)c2cc(NS(=O)(=O)c3ccc(Cl)cc3)ccc2O1 was read as NSD2 block 1.2.
C[C@@H]1CCCCO[C@H](CN(C)C(=O)Cc2ccccc2)[C@H](C)CN([C@@H](C)CO)C(=O)c2cc(NC(=O)CCC(F)(F)F)ccc2O1 was read as NSD2 block -2.7.
For Cc1noc(C)c1S(=O)(=O)Nc1ccc2c(c1)C(=O)N([C@@H](C)CO)C[C@@H](C)[C@@H](CN(C)C(=O)CCC(F)(F)F)OCCCC[C@H](C)O2 the results were NSD2 block -5.0.
`C[C@H](CO)N1C[C@H](C)[C@H](CN(C)C(=O)Nc2ccccc2F)Oc2ncc(/C=C/c3ccccc3)cc2C1=O` gave NSD2 block -7.0.
Screening COC(=O)C[C@H]1C[C@H]2c3cc(NC(=O)c4cccnc4)ccc3O[C@H]2[C@@H](CO)O1 returned NSD2 block 0.3.
`C[C@H]1CN([C@@H](C)CO)C(=O)c2cc(-c3cccc(F)c3)cnc2O[C@@H]1CN(C)C` gave NSD2 block 1.4.
For COc1cc(C2OC(c3ccc(O)c(OC)c3)C(C)(O)C2C)ccc1O (configuration not stated) the results were NSD2 block -3.9.

Quoted from the results shown (six entries):
C[C@@H]1CCCCO[C@H](CN(C)C(=O)Cc2ccccc2)[C@H](C)CN([C@@H](C)CO)C(=O)c2cc(NC(=O)CCC(F)(F)F)ccc2O1 was read as NSD2 block -2.7.
For Cc1noc(C)c1S(=O)(=O)Nc1ccc2c(c1)C(=O)N([C@@H](C)CO)C[C@@H](C)[C@@H](CN(C)C(=O)CCC(F)(F)F)OCCCC[C@H](C)O2 the results were NSD2 block -5.0.
`C[C@H](CO)N1C[C@H](C)[C@H](CN(C)C(=O)Nc2ccccc2F)Oc2ncc(/C=C/c3ccccc3)cc2C1=O` gave NSD2 block -7.0.
Screening COC(=O)C[C@H]1C[C@H]2c3cc(NC(=O)c4cccnc4)ccc3O[C@H]2[C@@H](CO)O1 returned NSD2 block 0.3.
`C[C@H]1CN([C@@H](C)CO)C(=O)c2cc(-c3cccc(F)c3)cnc2O[C@@H]1CN(C)C` gave NSD2 block 1.4.
For COc1cc(C2OC(c3ccc(O)c(OC)c3)C(C)(O)C2C)ccc1O (configuration not stated) the results were NSD2 block -3.9.

Further compounds.
Screening Cc1noc(C)c1NC(=O)N(C)C[C@@H]1Oc2ccc(NC(=O)Nc3ccc4c(c3)OCO4)cc2CC(=O)N([C@H](C)CO)C[C@H]1C returned NSD2 block -2.7.
`C[C@H]1CN([C@@H](C)CO)C(=O)c2cccc(NC(=O)NC3CCCCC3)c2O[C@@H]1CN(C)C(=O)Nc1ccc(F)cc1` gave NSD2 block 5.2.
`O=C(C[C@@H]1CC[C@H](NC(=O)c2cnccn2)[C@@H](CO)O1)NCc1ccccc1F` gave NSD2 block 3.4.
CC(=O)N(C)C[C@H]1Oc2cc(C#Cc3ccccc3)ccc2S(=O)(=O)N([C@H](C)CO)C[C@@H]1C was read as NSD2 block -3.3.
Screening CC(C)NC(=O)N(C)C[C@H]1OCCCC[C@H](C)Oc2ccc(NS(=O)(=O)c3cn(C)cn3)cc2C(=O)N([C@@H](C)CO)C[C@@H]1C returned NSD2 block 1.8.
COc1ccc(S(=O)(=O)Nc2ccc3c(c2)C(=O)N([C@@H](C)CO)C[C@@H](C)[C@@H](CN(C)C(=O)Nc2ccc(F)cc2)O3)cc1 was read as NSD2 block 2.5.
Screening C[C@@H]1CN([C@H](C)CO)C(=O)c2cccc(NC(=O)Nc3ccc(F)cc3)c2O[C@@H]1CN(C)Cc1ccc(Oc2ccccc2)cc1 returned NSD2 block 1.3.
`C[C@@H]1CN([C@H](C)CO)C(=O)Cc2cc(NC(=O)CCN3CCOCC3)ccc2O[C@H]1CN(C)S(=O)(=O)c1ccc(F)cc1` gave NSD2 block -8.5.
COc1c(-c2ccccc2)oc2c(CC=C(C)C)c3c(c(OC)c2c1=O)C=CC(C)(C)O3 was read as NSD2 block -0.6.
For C[C@@H]1CN([C@@H](C)CO)C(=O)c2cccc(NC(=O)NC3CCCCC3)c2O[C@@H]1CN(C)Cc1ccccc1 the results were NSD2 block 3.7.
For CC(C)NC(=O)N(C)C[C@H]1Oc2ccc(NC(=O)Cc3ccccc3)cc2C(=O)N([C@@H](C)CO)C[C@H]1C the results were NSD2 block 6.8.
C[C@@H]1CN([C@@H](C)CO)C(=O)c2cc(C#Cc3ccccc3)cnc2O[C@@H]1CN(C)C(=O)c1ccccc1 was read as NSD2 block 7.9.
Screening CCCNC(=O)N(C)C[C@H]1Oc2cc(-c3cncnc3)ccc2S(=O)(=O)N([C@H](C)CO)C[C@@H]1C returned NSD2 block inconclusive.
For C[C@H]1CN([C@@H](C)CO)C(=O)CCCn2nncc2CO[C@@H]1CN(C)Cc1ccc(Oc2ccccc2)cc1 the results were NSD2 block -18.9.
For C[C@@H]1CN([C@H](C)CO)S(=O)(=O)c2ccc(C#CC3CC3)cc2O[C@@H]1CN(C)C(=O)Nc1cc(F)ccc1F the results were NSD2 block -4.1.
Cc1ccc(F)cc1S(=O)(=O)N[C@@H]1CCN(C(=O)c2ccc(OC(C)C)cc2)C1 was read as NSD2 block 6.3.
Screening Cc1ccc(S(=O)(=O)Nc2ccc3c(c2)C(=O)N([C@@H](C)CO)C[C@@H](C)[C@H](CN(C)S(C)(=O)=O)O3)cc1 returned NSD2 block -0.8.
For CC(C)NC(=O)N(C)C[C@@H]1Oc2ccc(NC(=O)Cc3cn(C)c4ccccc34)cc2CC(=O)N([C@@H](C)CO)C[C@@H]1C the results were NSD2 block 7.9.
C[C@@H]1CN([C@H](C)CO)C(=O)Cc2cc(NC(=O)Cc3cn(C)c4ccccc34)ccc2O[C@H]1CN(C)S(=O)(=O)c1ccc(Cl)cc1 was read as NSD2 block 0.0.
Screening C[C@@H]1CN([C@@H](C)CO)C(=O)c2cc(C#CC3CC3)cnc2O[C@@H]1CN(C)C(=O)CC1CC1 returned NSD2 block -1.2.
`C[C@H]1CN([C@@H](C)CO)C(=O)Cc2cc(NC(=O)Nc3ccc4c(c3)OCO4)ccc2O[C@@H]1CN(C)C(=O)Nc1ccccc1` gave NSD2 block -0.3.
Screening COCC(=O)Nc1ccc2c(c1)[C@H]1C[C@H](CC(=O)O)O[C@H](CO)[C@H]1O2 returned NSD2 block 3.1.
Screening C[C@H](CO)N1C[C@H](C)[C@@H](CN(C)C(=O)CCN2CCCCC2)Oc2ncc(C#Cc3ccccc3)cc2C1=O returned NSD2 block -6.9.
Screening C[C@@H]1CCCCO[C@H](CN(C)Cc2ccc3c(c2)OCO3)[C@@H](C)CN([C@@H](C)CO)C(=O)c2cc(NS(=O)(=O)c3ccc(F)cc3)ccc2O1 returned NSD2 block 15.2.
Screening CN(C)c1ccc(-c2[nH]c(=S)[nH]c(=O)c2C#N)cc1 returned NSD2 block -3.7.
Screening C[C@H](CO)N1C[C@H](C)[C@@H](CN(C)Cc2ccc3c(c2)OCO3)Oc2ccc(NC(=O)CCCCCC(=O)Nc3ccccc3N)cc2CC1=O returned NSD2 block 0.6.
